EPAC2 ag: qHTS for Agonist of cAMP-regulated guanine nucleotide exchange factor 4 (EPAC2): primary screen. Rap guanine nucleotide exchange factor 4 (Homo sapiens), Q8WZA2. EPAC2 activation, biochemical qHTS; response scale: 100% = 6.5 mM cAMP response. 360,000 compounds, 0.079% hits. Potency, µM (highest dose often 154 µM), without a hit: at the highest dose activation, most hits filed as activators; note: potency is the fitted concentration of half-maximal effect; nearly all actives have a fitted effect of over 50% in size
Target sequence (Q8WZA2 whole entry, looked up): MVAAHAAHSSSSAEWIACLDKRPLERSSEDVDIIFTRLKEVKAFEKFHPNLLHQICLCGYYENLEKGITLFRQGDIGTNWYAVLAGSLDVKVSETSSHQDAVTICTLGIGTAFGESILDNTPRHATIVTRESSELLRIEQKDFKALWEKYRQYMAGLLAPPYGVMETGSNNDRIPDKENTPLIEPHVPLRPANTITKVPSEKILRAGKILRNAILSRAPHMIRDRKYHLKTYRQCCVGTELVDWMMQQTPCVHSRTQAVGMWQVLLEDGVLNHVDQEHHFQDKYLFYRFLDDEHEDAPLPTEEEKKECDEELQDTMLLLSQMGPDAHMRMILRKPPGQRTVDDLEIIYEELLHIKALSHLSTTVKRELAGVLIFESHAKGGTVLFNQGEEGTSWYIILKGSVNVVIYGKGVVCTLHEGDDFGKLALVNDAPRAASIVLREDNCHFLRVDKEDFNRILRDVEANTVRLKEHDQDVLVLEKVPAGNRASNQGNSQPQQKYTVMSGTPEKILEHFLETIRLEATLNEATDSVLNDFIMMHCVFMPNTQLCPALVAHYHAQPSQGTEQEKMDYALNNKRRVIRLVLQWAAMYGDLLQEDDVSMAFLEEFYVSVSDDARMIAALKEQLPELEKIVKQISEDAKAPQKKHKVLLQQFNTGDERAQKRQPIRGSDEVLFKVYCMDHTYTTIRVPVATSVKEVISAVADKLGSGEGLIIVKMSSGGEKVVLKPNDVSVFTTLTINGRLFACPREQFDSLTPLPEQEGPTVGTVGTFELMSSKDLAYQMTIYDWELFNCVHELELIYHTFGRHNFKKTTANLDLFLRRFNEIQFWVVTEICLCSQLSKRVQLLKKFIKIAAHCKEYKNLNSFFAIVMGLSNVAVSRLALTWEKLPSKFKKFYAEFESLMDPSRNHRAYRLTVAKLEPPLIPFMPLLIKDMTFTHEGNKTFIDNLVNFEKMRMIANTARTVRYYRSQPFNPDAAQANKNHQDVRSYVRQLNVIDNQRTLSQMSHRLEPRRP
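Compounds were titrated in qHTS against a Rap1B-BODIPY-GDP (250 nM) complex with EPAC2 (100 nM) and GDP (50 uM). BODIPY-GDP release tracked at 480/540 nm over 30 min at room temperature, normalized to 6.5 mM cAMP.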
HepG2 tox: qHTS for Inhibitors of TGF-b: Cytotox Counterscreen; 410,000 compounds, 0.76% hits; Potency, µM (titrated, usually from 46.1 µM), without a hit: at the highest dose activity change, negative = cytotoxicity, hits mostly cytotoxic; AID 588856, 2011; HepG2 CAGA-GFP viability, ATP luminescence, 18 h; note: potency is the fitted concentration of half-maximal effect; some results filed as inactive show a strong effect at the top dose
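CellTiter-Glo luminescence gave cytotoxicity after 18 hours at 37 degrees C. The cells were HepG2 CAGA-GFP in 1% FBS DMEM, stimulated with 500 pg/mL TGF-beta after compound addition. %Activity was normalised to no-cell wells (complete cell-killing) and DMSO (no toxicity), and curves were fitted and classified.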
IL2 activator: qHTS of IL-2 Activators; IL-2 activation reporter assay, cell-based qHTS; stimulated with anti-CD3/CD4/CD28 beads; in transgenic mouse T cells; activation, % (series mostly up to about 46 µM); 360,000 compounds, 0.065% hits; AID 652025, 2013; in the data active = activation above about 50%; inconclusive = mostly about 30% to 49%; note: 0% is about no effect
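Unstimulated transgenic mouse T cells, 750 per well, received compound and, after 60 minutes, anti-CD3/anti-CD4 bead plus anti-CD28 stimulation. EGFP and DsRed were quantified after 18 hours.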
S2 tox: Viability Counterscreen for Primary qHTS for Inhibitors of ATXN expression; Potency, µM (doses to about 56.7 µM), hits mostly cytotoxic; S2 cells (HEK-293 line with an ATXN2-luciferase reporter) viability, CellTiter-Fluor protease fluorescence, 24 h; AID 651635, 2014; 400,000 compounds, 0.49% hits; note: potency is the fitted concentration of half-maximal effect; nearly all actives have a fitted effect of over 40% in size
ATXN2 expr inh: Primary qHTS for Inhibitors of ATXN expression. Potency, µM (series often up to 57 µM), for the others: at the highest dose activity change, negative = inhibition, actives largely listed as inhibitors. HEK-293 ATXN2-luciferase reporter, luminescence, 24 h. 360,000 compounds, 0.72% hits; note: potency is the fitted concentration of half-maximal effect; % is set by controls: 0 for no effect and ±100 for the full control effect; nearly all actives have a fitted effect of over 55% in size
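ATXN2-luciferase reporter cells (luciferase flanked by upstream and downstream ATXN2 gene portions) were treated 24 h at 37 °C with compounds at up to 57 uM. SteadyGlo luminescence gave expression; GF-AFC fluorescence gave viability.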
Nrf2 ARE act: qHTS of Nrf2 Activators; AID 624171, 2012; Potency, µM (top dose mostly 46.1 µM), for the others: at the top dose activation, most hits filed as activators; AREc32 ARE-luciferase reporter (MCF7-derived line), luminescence, 24 h; 410,000 compounds, 0.31% hits; note: potency is the fitted concentration of half-maximal effect; % of control where 0% means no effect; nearly all actives have a fitted effect of over 65% in size
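Luciferase luminescence (Steady-Glo, 30 min at room temperature) served as the read-out of ARE activation in AREc32 cells treated with compounds for 24 hr at 37 deg C.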
A549 viability: Nrf2 qHTS screen for inhibitors: counterscreen for cytotoxicity. 390,000 compounds, 0.16% hits. Potency, µM (highest dose often 46 µM), without a hit: at the highest dose activity change, negative = cytotoxicity, actives largely listed as inhibitors. A549 ARE-Fluc cells, CellTiter-Fluor viability, 18-24 h; note: potency is the fitted concentration of half-maximal effect; % is set by controls: 0 for no effect and ±100 for the full control effect
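Cytotoxicity counterscreen: CellTiter-Fluor fluorescence was measured in A549 ARE_Fluc cells after 18-24 h of compound exposure in a concentration series. The subsequent BugLite luminescent read reports ARE-luciferase activity.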
Nrf2 block: Nrf2 qHTS screen for inhibitors; AID 504444, 2011; A549 ARE-Fluc reporter, luciferase luminescence, 18-24 h; 360,000 compounds, 2.1% hits; Potency, µM (highest dose often 46 µM), without a hit: at the top dose activity change, negative = inhibition, most hits filed as inhibitors; note: potency is the fitted concentration of half-maximal effect; % is set by controls: 0 for no effect and ±100 for the full control effect; nearly all actives have a fitted effect of over 60% in size
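Two sequential reads on A549 ARE_Fluc cells exposed to compound for 18-24 h: a CellTiter-Fluor fluorescence read for viability, then a luciferase luminescence read for Nrf2/ARE activity.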
TGFb SMAD3 inh: qHTS for Inhibitors of TGF-b; HepG2 CAGA-GFP TGF-b/SMAD3 reporter, GFP fluorescence, 18 h; TGF-beta stimulated, 500 pg/mL final; Potency, µM (highest dose often 46.1 µM), without a hit: at the highest dose activity, negative = inhibition, most hits filed as inhibitors; 410,000 compounds, 1.2% hits; note: potency is the fitted concentration of half-maximal effect; % is set by controls: 0 for no effect and ±100 for the full control effect; nearly all actives have a fitted effect of over 65% in size
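Smad-responsive CAGA-GFP expression was quantified in HEPG2 cells exposed to compounds and 500 pg/mL final TGF-beta for 18 h at 37 degrees C; unstimulated wells defined full inhibition.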
The depositor's hits bear a star; & = joins results of further samples; [ ] = dose if it differs, or a comment. Unless noted, calls come from the whole dose curve; as a rule, active = well fitted curve in the direction sought with a large enough effect; inconclusive = small, poorly fitted or top-dose-only effect, or another doubt; inactive = no such curve, though single readings can be large; an effect the other way counts as inactive or inconclusive.

`CSc1ccccc1NC(=O)COc1nsnc1N1CCOCC1` gave EPAC2 ag 0%, HepG2 tox 1%, IL2 activator 0.5, S2 tox inconclusive, ATXN2 expr inh -9%, Nrf2 ARE act 1.9%, A549 viability 9%, Nrf2 block -9% and TGFb SMAD3 inh -2%.
`Cc1ccc2nc3n(c(=O)c2c1)CCCCC3` gave EPAC2 ag 3%, HepG2 tox -4%, IL2 activator 0.3, S2 tox inactive, ATXN2 expr inh 32%[activator], Nrf2 ARE act -0.4%, A549 viability 5%, Nrf2 block inconclusive and TGFb SMAD3 inh 6%.
`O=C(N/N=C/c1ccc(O)cc1)Nc1cccc2nsnc12` gave EPAC2 ag 8%, HepG2 tox -18%, IL2 activator -2.8, ATXN2 expr inh 4%, Nrf2 ARE act 4.7%, A549 viability -12%, Nrf2 block -20% and TGFb SMAD3 inh 0%.
O=C(Nc1cccnc1)c1cccnc1Cl was read as EPAC2 ag 3%, HepG2 tox -3%, IL2 activator 0.3, S2 tox inconclusive, ATXN2 expr inh 11%, Nrf2 ARE act 0.6%, A549 viability 2%, Nrf2 block inconclusive and TGFb SMAD3 inh 0%.
`CCCCn1nnnc1SCC(=O)c1cc(Cl)ccc1OC` gave EPAC2 ag 9%, HepG2 tox -5%, IL2 activator 2.0, S2 tox inactive, ATXN2 expr inh 2%, Nrf2 ARE act -0.6%, A549 viability 0%, Nrf2 block 0% and TGFb SMAD3 inh -4%.
Screening CCS(=O)(=O)n1nc(-c2ccccc2)nc1NCc1ccco1 returned EPAC2 ag 8%, HepG2 tox -15%, IL2 activator -0.8, S2 tox inactive, ATXN2 expr inh 15%, Nrf2 ARE act 8.2%, A549 viability 1%, Nrf2 block 21% and TGFb SMAD3 inh 4%.
Screening CCOC(=O)C1(C)CCCN(C(=O)c2c(-c3ccccc3)noc2C)C1 (stereo not given) returned EPAC2 ag 13%, HepG2 tox -14%, IL2 activator 2.0, S2 tox inactive, ATXN2 expr inh 1%, Nrf2 ARE act 0.3% and TGFb SMAD3 inh 8%.
Screening CCOc1ncccc1C(=O)Nc1cc(S(=O)(=O)N(CC)CC)ccc1N1CCOCC1 returned EPAC2 ag 17%, HepG2 tox -4%, IL2 activator -1.0, S2 tox inactive, Nrf2 ARE act 0.1%, A549 viability 7%, Nrf2 block inconclusive and TGFb SMAD3 inh -9%.
For Cc1ccccc1NC(C)C(=O)N/N=C/c1ccccc1OCc1cccc(Br)c1 (stereo not given) the results were EPAC2 ag 2%, HepG2 tox 4%, IL2 activator 0.2, S2 tox inactive, ATXN2 expr inh -10%, Nrf2 ARE act 0.3%, A549 viability -25%, Nrf2 block 15µM* and TGFb SMAD3 inh 0%.
Screening COc1ccc(C(C(=O)NC(C)(C)C)N(C(=O)CCC(=O)Nc2cc(C)on2)c2ccccc2F)cc1 (stereo not given) returned EPAC2 ag -4%, HepG2 tox 2%, IL2 activator 0.7, S2 tox inactive, ATXN2 expr inh -8%, Nrf2 ARE act 0.0%, A549 viability -2%, Nrf2 block -10% and TGFb SMAD3 inh -2%.
For CCC(c1nnnn1CCc1ccccc1)N1CCN(c2ccc(OC)cc2)CC1 (stereo not given) the results were EPAC2 ag -12%, HepG2 tox -12%, IL2 activator 2.2, S2 tox inactive, ATXN2 expr inh -5%, Nrf2 ARE act -0.9%, A549 viability 2%, Nrf2 block 9% and TGFb SMAD3 inh -8%.
`CCOc1ccc(CCNC(=O)CS(=O)(=O)Cc2nc(-c3ccc(OC)cc3)oc2C)cc1` gave EPAC2 ag 0%, HepG2 tox -11%&-16%, IL2 activator -1.8, S2 tox inactive, ATXN2 expr inh -3%, Nrf2 ARE act -0.1%&0.2%, A549 viability -3%&-7%, Nrf2 block inconclusive and TGFb SMAD3 inh inconclusive.
COC(=O)c1ccc(NC(=O)CN2CCN(c3ccc(Cl)cc3)CC2)cc1 was read as EPAC2 ag 12%, HepG2 tox 1%&-25%, IL2 activator -0.4, S2 tox inactive, ATXN2 expr inh -9%&-1%, Nrf2 ARE act 3.4%&0.1%, A549 viability -2%&-9%, Nrf2 block -16% and TGFb SMAD3 inh inconclusive.
`CC(C)(CSc1ccccn1)NS(=O)(=O)c1ccccc1` gave EPAC2 ag 3%, HepG2 tox 7%, IL2 activator -1.3, S2 tox inactive, ATXN2 expr inh 13%, Nrf2 ARE act -0.6%, A549 viability 1%, Nrf2 block 14% and TGFb SMAD3 inh -16%.
For CCN(CC)S(=O)(=O)c1cccc(C(=O)Nc2ccc3c(c2)OCO3)c1 the results were EPAC2 ag 2%, HepG2 tox -1%, IL2 activator -2.4, S2 tox inconclusive, ATXN2 expr inh 27%[2.22 µM], Nrf2 ARE act 4.3%, A549 viability 1%, Nrf2 block inconclusive and TGFb SMAD3 inh -7%.
For COCCn1c(COC)nc2ccccc21 the results were EPAC2 ag -9%, HepG2 tox 6%, IL2 activator -0.4, S2 tox inactive, ATXN2 expr inh -11%, Nrf2 ARE act -0.5%, A549 viability 6% and TGFb SMAD3 inh 13%.
COc1cc(C2c3c(oc4ccccc4c3=O)C(=O)N2Cc2ccc(C)cc2)ccc1O (stereo not given) was read as HepG2 tox 0%, S2 tox inactive, ATXN2 expr inh 1%, Nrf2 ARE act 0.0%, A549 viability 17% and TGFb SMAD3 inh 5%.
`Cc1ccc(NC(=O)CC2(CC(=O)O)CCCC2)cc1` gave EPAC2 ag 3%, HepG2 tox 3%, IL2 activator -1.1, S2 tox inactive, ATXN2 expr inh 4%, Nrf2 ARE act -0.5%, A549 viability 5%, Nrf2 block 2% and TGFb SMAD3 inh -8%.
CN(C)CCCn1c2c(c(SCC(=O)Nc3cccc4ccccc34)nc1=O)CCCC2 was read as EPAC2 ag -3%, HepG2 tox -41%, IL2 activator -0.4, S2 tox inactive, ATXN2 expr inh -14%, Nrf2 ARE act 0.1%, A549 viability 2%, Nrf2 block -6% and TGFb SMAD3 inh -3%.
CCC1CCCCN1C(=O)c1ccc(OC2CCN(Cc3ccccn3)CC2)cc1 (stereo not given) was read as EPAC2 ag -9%, HepG2 tox -4%, IL2 activator 0.0, S2 tox inactive, ATXN2 expr inh -1%, Nrf2 ARE act -0.5%, A549 viability 0%, Nrf2 block -5% and TGFb SMAD3 inh 34%[activator].
CCOC(=O)c1c(NC(=O)C2CC(Cl)=CCC2C(=O)O)sc2c1CC(C)(C)OC2 (stereo not given) was read as EPAC2 ag 1%, HepG2 tox 1%, IL2 activator 0.1, S2 tox inactive, ATXN2 expr inh -8%[11.3 µM], Nrf2 ARE act -0.1%, A549 viability -15%, Nrf2 block inconclusive and TGFb SMAD3 inh -3%.
For O=C(O)c1[nH]c2ccccc2c1C(c1cc(Cl)cc([N+](=O)[O-])c1O)c1c(C(=O)O)[nH]c2ccccc12 the results were EPAC2 ag -4%, HepG2 tox -16%, IL2 activator -2.0, S2 tox inconclusive, ATXN2 expr inh -21%, Nrf2 ARE act 3.4%, A549 viability -5%, Nrf2 block -17% and TGFb SMAD3 inh -6%.
Screening COc1ccc(C(=O)Nc2ccc3cn[nH]c3c2)c(OC)c1 returned EPAC2 ag 0%, HepG2 tox -2%, IL2 activator 1.1, S2 tox inactive, ATXN2 expr inh 2%, Nrf2 ARE act -0.4%, A549 viability -1%, Nrf2 block 4% and TGFb SMAD3 inh -3%.
`COc1ccc(N2CCN(S(=O)(=O)c3c(C)n(C)c(=O)n(C)c3=O)CC2)cc1` gave EPAC2 ag 5%, HepG2 tox 5%, IL2 activator -0.8, S2 tox inactive, ATXN2 expr inh 0%, Nrf2 ARE act -0.8%, A549 viability -5%, Nrf2 block 9% and TGFb SMAD3 inh 9%.
For O=C(c1ccccc1-c1ncc[nH]1)N1CCc2c([nH]c3ccccc23)C1c1ccccn1 (stereo not given) the results were EPAC2 ag 12%, HepG2 tox -22%, IL2 activator -4.8, S2 tox inactive, ATXN2 expr inh -2%, Nrf2 ARE act 2.7%, A549 viability -2%, Nrf2 block 13% and TGFb SMAD3 inh -24%.
`CC(NCc1ccc(S(N)(=O)=O)cc1)C(=O)N1CCc2ccccc21` (stereo not given) gave EPAC2 ag 5%, HepG2 tox 2%, IL2 activator -0.4, S2 tox inactive, Nrf2 ARE act -0.1%, A549 viability 7%, Nrf2 block 9% and TGFb SMAD3 inh -3%.
For COc1ccc(CCNC(=O)COc2ccc(S(=O)(=O)NCC(C)C)cc2Cl)cc1OC the results were EPAC2 ag 11%, HepG2 tox 5%, IL2 activator -1.0, S2 tox inactive, ATXN2 expr inh -8%, Nrf2 ARE act -1.1%, A549 viability -15%, Nrf2 block 21µM* and TGFb SMAD3 inh 2%.
Screening CCCN1CCC(CCOc2ccccc2)(C(=O)OCC)CC1 returned EPAC2 ag -2%, HepG2 tox -24%, IL2 activator 1.9, S2 tox inactive, ATXN2 expr inh 2%, Nrf2 ARE act -0.1%, A549 viability -1%, Nrf2 block 14% and TGFb SMAD3 inh 8%.

Quoted at random: 2 entries already listed.
`CCCCn1nnnc1SCC(=O)c1cc(Cl)ccc1OC` gave EPAC2 ag 9%, HepG2 tox -5%, IL2 activator 2.0, S2 tox inactive, ATXN2 expr inh 2%, Nrf2 ARE act -0.6%, A549 viability 0%, Nrf2 block 0% and TGFb SMAD3 inh -4%.
Screening CCOc1ncccc1C(=O)Nc1cc(S(=O)(=O)N(CC)CC)ccc1N1CCOCC1 returned EPAC2 ag 17%, HepG2 tox -4%, IL2 activator -1.0, S2 tox inactive, Nrf2 ARE act 0.1%, A549 viability 7%, Nrf2 block inconclusive and TGFb SMAD3 inh -9%.

High-throughput results (PubChem)
